rCAG RNA binder – binders of r(CAG) RNA repeats, primary screen, biochemical, fluorescence; r(CAG) RNA repeat, TO-PRO-1 dye displacement fluorescence; inhibition, % at 3 µM; 370,000 tested, 1.3% active; AID 651821, 2012;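 active means inhibition above the plate cutoff, the mean of all test compounds on that plate plus 3 SD, cut at about 35% in these data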;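 further: 0% = DMSO alone and 100% = 100 µM mitoxantrone as full dye displacement; higher means more dye released from RNA so lower well fluorescence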
UHRF1 binding – UHRF1 methylated DNA binding inhibitors, primary screen, counter-screen for MBD2 inhibitor project, biochemical, TR-FRET, human UHRF1, single concentration; 370,000 tested, 0.75% active; inhibition, % at 4.4 µM; UHRF1 binding to methylated oligo; in the data active means inhibition above about 21%;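 further: UHRF1 SRA domain binding a hemimethylated CpG hairpin DNA probe; 0% = median of test compound wells and 100% = reference inhibitor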
GC-A act – GC-A stimulated cGMP production enhancers – HEK293 GC-A cells, cGMP TR-FRET, EC30 ANP, primary screen; Atrial natriuretic peptide receptor 1 (Homo sapiens), P16066; 0% at EC30 ANP, 100% saturating ANP; activation, % at 10 µM; 370,000 tested, 0.14% active; in the data active means activation above about 40%
GC-B act – human GC-B receptor activators, primary screen, HEK293 GC-B cells, cGMP TR-FRET, EC30 CNP | Atrial natriuretic peptide receptor 2 (Homo sapiens), P20594 | 0% at EC30 CNP, 100% saturating CNP | activation, % at 10 µM | 370,000 tested, 0.11% active;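 active means activation at 10 µM reaching about 35% in either raw or pattern-adjusted values, limit read from the data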
SIAE inh – human SIAE inhibitors, primary screen, biochemical, fluorescence polarization, FP-Rh probe, 1536-well HTS. Sialate O-acetylesterase (Homo sapiens), Q9HAT2. SIAE FP-Rh probe binding. inhibition, % at 9.66 µM. 370,000 tested, 0.69% active. AID 1053197, 2014;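 active means inhibition above a cutoff: mean of compounds within the control limits plus 3 SD of those, cut at about 17% in these data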;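 further: 0% = plate median of compound wells and 100% = probe without SIAE protein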
Target sequence (Q9HAT2 whole entry, looked up): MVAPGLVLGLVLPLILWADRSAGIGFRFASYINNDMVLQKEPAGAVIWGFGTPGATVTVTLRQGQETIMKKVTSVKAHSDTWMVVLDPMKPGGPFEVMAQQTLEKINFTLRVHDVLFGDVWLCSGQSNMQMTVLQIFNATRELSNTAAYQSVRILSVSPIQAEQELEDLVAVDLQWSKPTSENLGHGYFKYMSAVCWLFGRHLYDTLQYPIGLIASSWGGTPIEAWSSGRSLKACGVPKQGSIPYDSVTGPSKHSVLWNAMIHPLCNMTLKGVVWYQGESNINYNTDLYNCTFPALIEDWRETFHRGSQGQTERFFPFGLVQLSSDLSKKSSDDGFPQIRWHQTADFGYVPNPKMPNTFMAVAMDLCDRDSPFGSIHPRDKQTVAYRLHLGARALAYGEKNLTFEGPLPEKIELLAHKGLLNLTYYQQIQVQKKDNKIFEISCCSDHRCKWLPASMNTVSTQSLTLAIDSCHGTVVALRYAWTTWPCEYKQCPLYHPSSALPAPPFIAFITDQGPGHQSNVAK
MBD2 inh – inhibitors of MBD2 binding to methylated DNA, primary screen, biochemical, TR-FRET, DNA-binding domain, human; MBD2 binding to methylated oligonucleotide; 370,000 tested, 0.31% active; Methyl-CpG-binding domain protein 2 (Homo sapiens), Q9UBB5; inhibition, % at 4.4 µM; in the data active means inhibition above about 13%
PRMT1 FP inh – PRMT1 methyltransferase inhibitors, primary screen, biochemical, fluorescence polarization | AID 652257, 2013 | inhibition, % at 2.79 µM | recombinant PRMT1, activity-based probe fluorescence polarization | 370,000 tested, 1.3% active | Protein arginine N-methyltransferase 1 (Homo sapiens), Q99873;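 active means inhibition above about 21% made by adding two undisclosed values, limit read from the data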
Target sequence (Q99873 whole entry, looked up): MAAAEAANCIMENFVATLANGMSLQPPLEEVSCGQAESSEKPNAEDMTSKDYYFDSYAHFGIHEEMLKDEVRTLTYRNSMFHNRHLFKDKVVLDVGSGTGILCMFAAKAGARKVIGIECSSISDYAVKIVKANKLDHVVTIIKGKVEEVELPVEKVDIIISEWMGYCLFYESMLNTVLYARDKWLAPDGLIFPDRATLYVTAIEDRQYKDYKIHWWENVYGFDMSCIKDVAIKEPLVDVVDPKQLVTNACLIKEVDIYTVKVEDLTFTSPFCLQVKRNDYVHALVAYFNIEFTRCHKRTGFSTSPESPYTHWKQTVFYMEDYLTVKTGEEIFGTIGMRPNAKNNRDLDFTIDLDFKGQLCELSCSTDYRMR
ABHD4 inh – ABHD4 inhibitors, primary screen, biochemical, fluorescence polarization, mouse; inhibition, % at 8.92 µM; purified mABHD4, FP-Rh probe fluorescence polarization; 370,000 tested, 0.54% active; (Lyso)-N-acylphosphatidylethanolamine lipase (Mus musculus), Q8VD66;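 active means inhibition exceeding the mean over every tested compound plus 3 SD, cut at about 30% in these data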;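 further: 0% = plate median of compound wells and 100% = S159A mutant with DMSO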
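system = mouse ABHD4 enzyme, wild type | medium = HEPES pH 7.0, NaCl, Pluronic buffer | also added = FP-Rh probe | incubation = Enzyme–compound pre-incubation 45 min, then probe 60 min, both 25 °C | technique = fluorescence polarization, excitation 525 nm, emission 598 nm, BODIPY TMR filters | controls = S159A mutant high control, sample median low control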
HTRA1 inh – HTRA1 serine protease inhibitors, primary screen, biochemical, fluorescence polarization, HTS. inhibition, % at 5.96 µM. 340,000 tested, 0.5% active. recombinant HTRA1, FP-rhodamine activity-based probe; in the data active means inhibition above about 36%;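 further: 0% = enzyme with DMSO and 100% = wells lacking enzyme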
TCR CD3 inh – inhibitors of human TCR-CD3 interaction, primary screen, biochemical, fluorescence, TAMRA-labeled TCR probe | 360,000 tested, 0.37% active | inhibition, % at 9.4 µM | T-cell receptor (TCR); in the data active means inhibition above about 19%;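 further: recombinant mutant TCR 2C K166C tagged with TAMRA read by polarization; 0% = receptor in buffer alone and 100% = receptor with positive control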
The depositor's hits bear a star; / = not tested or not shown.

SMILES	rCAG RNA binder	UHRF1 binding	GC-A act	GC-B act	SIAE inh	MBD2 inh	PRMT1 FP inh	ABHD4 inh	HTRA1 inh	TCR CD3 inh
COc1cccc(CN2CCNC(=O)C2CC(=O)NCC(C)(C)N2CCOCC2)c1OC (stereo not given)	-2	0	2	3	-1	-3	0	1	2	1
Cc1ccc(S(=O)(=O)NNC(=O)C2CCCCC2)cc1	2	3	3	4	3	5	1	-7	3	-11
CC(Sc1ccccn1)C(=O)Nc1ccc(S(N)(=O)=O)cc1 (stereo not given)	5	-5	-2	0	8	-4	2	1	-1	2
Cc1cccc(N/C=C/c2onc(C)c2[N+](=O)[O-])c1	3	-4	0	2	-7	-1	0	4	-2	0
CCNC(=O)C1CCCN(C(=O)c2ccc(C)c(F)c2)CC1 (stereo not given)	0	-1	-2	5	9	2	0	6	/	-3
Cc1ccc(CC2SC(=O)NC2=O)cc1Cl (stereo not given)	0	-1	7	-4	0	-6	1	1	2	8
Cc1ccc2nc3c(cc(C(=O)NCc4ccco4)c(=N)n3Cc3ccco3)c(=O)n2c1	13	-14	19	6	7	-3	-1	1	-5	0
Cc1ccc2cc(C#N)c(N3CCCC3)nc2c1C	11	-5	-7	0	-1	-5	0	0	-19	-3
CCC(C)N(CC(=O)NCc1ccc(OC)cc1)C(=O)c1csnn1 (stereo not given)	-2	0	5	6	-2	4	-4	2	-1	-1
CCOC(=O)c1sc(NC(=O)C(CC)Sc2nnc3c4ccccc4n(CC)c3n2)nc1C (stereo not given)	-1	6	-8	-1	0	9	4	-12	-6	-2
Cc1ccc([C@H]2C(C(=O)O)=CCN2S(=O)(=O)c2ccc(C)cc2)cc1	8	5	-3	-3	-1	4	5	11	/	1
COc1ccc(CNC(=O)c2cc(-c3ccccc3)c(N3CCOCC3)s2)cc1OC	4	1	16	13	7	-1	-4	-6	/	/
COc1cc2c(=O)n(CCC(=O)NCC3CCCO3)c(=O)n(CC(=O)Nc3ccc(C)c(C)c3)c2cc1OC (stereo not given)	3	1	-3	3	-2	2	-4	-6	-4	-1
C[C@@H](NC(=O)c1nc[nH]c1C(=O)N1CCN(C(=O)OC(C)(C)C)CC1)c1ccccc1	-4	-1	-1	2	-3	-6	1	-2	3	2
CCOc1ccc(C(=O)NC(=S)Nc2ncccc2C)cc1[N+](=O)[O-]	2	8	-2	0	-8	4	4	-35	2	-9
Nc1nonc1-n1nnc(C(=O)N/N=C/c2ccc(OCc3cccc(Cl)c3)cc2)c1CN1CCCCC1	2	0	1	2	-1	-2	2	11	-8	-7
O=C(CSc1ncccc1C(=O)O)NCCC1=CCCCC1	0	1	6	7	1	-6	1	2	0	-3
CC/C(=N\O)c1ccc(O)c(OC)c1	-2	5	3	5	6	0	-3	5	6	1
CC(=O)N1CCC(N(C(=O)Nc2ccc(C)c(C)c2)C2CCCC2)CC1	5	3	-2	-3	-9	-1	-5	-8	-2	1
COc1ccc(-c2cnc(C(O)c3ccccc3)[nH]2)cc1 (stereo not given)	1	1	5	-3	3	-1	5	4	/	-6
S=C(NCC1CCCO1)NC12CC3CC(CC(C3)C1)C2 (stereo not given)	-3	0	6	0	-6	-3	-2	3	4	4
CCN(CCO)C(=S)Nc1cc(C(=O)OC)ccc1C(=O)OC	-1	2	0	0	-1	0	0	-3	-5	1
Clc1ccc(CSc2nnc(-c3ccncc3)o2)c(Cl)c1	-6	5	-1	-9	-4	4	-1	6	-2	-3
O=C(CCCNC(=O)c1ccc(Cl)cc1)NCc1ccccc1F	-4	-1	6	-1	3	-1	2	-1	1	-2
Cc1cccc(C)c1NC(=O)C(c1ccc(C(F)(F)F)cc1)n1c(=O)c(-c2cc3ccccc3[nH]2)nc2ccccc21 (stereo not given)	18	-2	5	1	-62	-4	-4	-11	/	-1

Laid out differently: entries from further up
| smiles | rCAG RNA binder | UHRF1 binding | GC-A act | GC-B act | SIAE inh | MBD2 inh | PRMT1 FP inh | ABHD4 inh | HTRA1 inh | TCR CD3 inh |
| --- | --- | --- | --- | --- | --- | --- | --- | --- | --- | --- |
| CCOC(=O)c1sc(NC(=O)C(CC)Sc2nnc3c4ccccc4n(CC)c3n2)nc1C (stereo not given) | -1 | 6 | -8 | -1 | 0 | 9 | 4 | -12 | -6 | -2 |
| Cc1ccc(CC2SC(=O)NC2=O)cc1Cl (stereo not given) | 0 | -1 | 7 | -4 | 0 | -6 | 1 | 1 | 2 | 8 |
| O=C(CSc1ncccc1C(=O)O)NCCC1=CCCCC1 | 0 | 1 | 6 | 7 | 1 | -6 | 1 | 2 | 0 | -3 |
| CCOc1ccc(C(=O)NC(=S)Nc2ncccc2C)cc1[N+](=O)[O-] | 2 | 8 | -2 | 0 | -8 | 4 | 4 | -35 | 2 | -9 |

Following part.
SMILES	rCAG RNA binder	UHRF1 binding	GC-A act	GC-B act	SIAE inh	MBD2 inh	PRMT1 FP inh	ABHD4 inh	HTRA1 inh	TCR CD3 inh
CC(C)N(C(C)C)S(=O)(=O)c1ccc(Cl)nc1	-2	1	3	7	-3	-1	-7	3	5	11
O=C(Nn1c(-c2ccccc2)nc2ccccc2c1=O)C1CCC1	-3	-2	5	-2	-6	-2	-1	2	0	2
CC(C)OCCCNC(=O)c1sc(=S)n(C)c1N	0	-2	-2	2	2	-4	3	-4	4	3
Oc1c(N=Nc2ccccn2)ccc2ccccc12	10	-5	-10	-10	5	-5	-3	35*	51*	7
CCn1nnnc1SCC(=O)NC1Cc2ccccc2C1	-2	1	1	-3	5	1	-2	-3	3	-5
COc1ccc(-c2cc(C(=O)Nc3c(C)nn(Cc4ccc(Cl)cc4)c3C)no2)cc1	-1	-2	9	-4	-2	3	0	5	-3	1
COC(=O)[C@@]12C[C@@H](CC(=O)NCCCN3CCCC3=O)C(=O)N(Cc3ccc4c(c3)OCO4)C1=CCC(C)(C)C2	-1	-1	2	2	0	7	-3	2	/	0
CCc1cccc(NC(=O)CCC(=O)N2CCSc3ccccc32)c1	3	0	-3	3	1	0	-2	-3	-14	2
CCOc1ccc(/C=C(\C#N)C(=O)NCC2CCCO2)cc1OCC (stereo not given)	-8	-5	4	1	1	-4	0	-2	6	6
Cc1ccc(CN2CCC(n3nccc3NC(=O)C3CCOC3)CC2)cc1C (stereo not given)	-8	-2	4	3	6	2	0	-3	4	2
CN(C)S(=O)(=O)n1cc(/C=C(\NC(=O)c2ccccc2F)C(=O)NCCN2CCOCC2)c2ccccc21	4	-4	0	-1	3	-5	-6	-2	0	10
Cc1cccc([N+](=O)[O-])c1NC(=O)CSc1nnc2ccccn12	1	-1	0	2	2	0	0	1	-2	4
CCOC(=O)C1(Cc2cccc(F)c2)CCN(C(=O)Cc2cccnc2)CC1	-6	1	1	-4	4	1	-2	-4	0	3
Cc1cc(C)n(-c2nnc(N3CCN(c4ccc(F)cc4)CC3)nn2)n1	-6	4	5	-2	-7	5	5	-13	-8	1
Cc1ccc2c(c1)C1CC(C)(O2)N(c2cccc(C(=O)NC3CCN(Cc4ccccc4)CC3)c2)C(=O)N1 (stereo not given)	-5	-1	4	2	3	6	-2	10	3	3
Cc1ccccc1C(=O)Oc1cccc(Nc2ncnc3ccccc23)c1	2	-3	5	-4	-22	3	6	-27	-57	-5
Cc1ccccc1NC(=S)NC1CCCC1	-2	2	-2	6	2	3	5	-3	3	-14
CCN(C[C@H]1N[C@@](CC)(C(=O)OC)[C@H]2C(=O)N(Cc3ccccc3)C(=O)[C@@H]12)S(=O)(=O)c1ccc(F)cc1	3	-2	1	-2	9	-2	-3	13	-4	0
O=C(CSc1ncccn1)Nc1ccc(N2CCOCC2)cc1	-2	1	-4	-4	5	-1	4	3	4	-4
C[C@@H]1NC(=O)N[C@@H]1CCCCCC(=O)O	1	-2	1	3	-1	-5	-1	-1	4	0
O=C(NC(=O)N1CCCCCC1)c1ccccc1	0	0	3	0	7	1	-1	0	4	4
O=C(OCc1cccc(F)c1)c1ccc2c(=O)n3c(nc2c1)CCC3	-2	0	-2	0	0	1	-2	0	-2	5
Cc1cc2c(s1)c1cnn(Cc3ccc(F)cc3F)c(=O)c1n2C	/	0	0	-6	4	1	-2	7	/	/
CC1(C(=O)Nc2ccc3c(c2)OCCO3)CN(S(C)(=O)=O)CC(=O)N1CCCn1ccnc1 (stereo not given)	1	2	3	8	6	0	-2	-1	/	3
Cc1ccc(NC(=O)CCCCCNS(=O)(=O)c2ccc(C)cc2)cc1	4	4	2	-2	3	2	-1	3	-2	9
Going on with the list.
SMILES	rCAG RNA binder	UHRF1 binding	GC-A act	GC-B act	SIAE inh	MBD2 inh	PRMT1 FP inh	ABHD4 inh	HTRA1 inh	TCR CD3 inh
COc1ccc(/C=C/C(=O)c2ccc(Cl)s2)cc1O	16	-1	22	-16	-3	-4	0	1	-6	-4
CCn1cc(CNc2nc3nonc3nc2N2CCCCC2)cn1	0	3	-3	-9	-2	-7	2	0	4	0
O=C1CCSc2ccc(Cl)cc2N1Cc1ccccc1	-2	1	-11	-11	4	0	-1	13	-2	-1
COc1ccc(CCC(=O)NCc2ccccc2Cl)cc1OC	-2	-1	2	0	12	3	-3	-6	-3	3
COc1ccc(NC(=O)CSc2nc(C)cs2)c([N+](=O)[O-])c1	0	-1	3	-1	4	3	0	5	-1	-1
COc1cc(/C=C/C(=O)OCC(=O)NCCc2ccccc2)cc(OC)c1OC	-9	6	-2	0	5	3	2	1	-1	-3
CCC(C)NC(=O)CNS(=O)(=O)c1ccc(C)cc1 (stereo not given)	-1	-2	1	0	-5	-1	1	5	-7	2
O=C1C(=Cc2ccco2)C(=O)c2ccccc21	30	0	2	-1	3	-2	35*	35*	25	3
O=C(CSc1nnc(-c2ccc(Cl)cc2)n1C1CCCCC1)NN=Cc1c(O)ccc2ccccc12	14	-1	-5	7	-6	-3	2	22	/	/
CC(=O)Nc1cc(-c2cccc(C(=O)NCCN(C)C)c2)cn2c(-c3cccc(C(F)(F)F)c3)cnc12	5	-2	7	3	-5	1	0	4	/	0
CC(=Nc1cc(C(=O)c2ccccc2)ccc1N)C1=C(O)CC(C)(C)CC1=O	-1	-1	-1	-5	10	1	1	1	-2	4
CCOC(=O)c1c(NC(=O)Cn2cnc([N+](=O)[O-])n2)sc(C)c1C	-2	-1	-6	-4	-8	2	1	3	1	-1
O=[N+]([O-])c1ccc2nc(C3CCCCC3)[nH]c2c1	-1	0	-2	-4	0	-4	1	4	1	0
Cc1cc2c(c(=O)n1CCN(C)C)C(c1ccccc1Br)C(C#N)=C(N)O2 (stereo not given)	2	4	-1	-2	1	0	2	-3	-2	0
O=C(NC1CC2CCCC(C1)N2C(=O)NCc1ccccc1)C1CC1 (stereo not given)	3	19	1	6	-2	7	3	-8	4	8
COc1ccc(NC(C)C(=O)Nc2cccc(S(=O)(=O)N3CCOCC3)c2)cc1OC (stereo not given)	2	-1	3	7	9	-3	0	9	6	0
COc1ccc(Cl)cc1NC(=O)COC(=O)c1ccc(Cl)nc1	2	0	-5	0	-2	2	-1	-1	-9	14
CN1CCCN(c2ccc([N+](=O)[O-])cc2)CC1	3	0	0	1	-12	3	2	-2	-2	-4
COc1ncnc2c1ncn2CCCN1CCN(c2ccccn2)CC1	-1	0	4	10	3	3	2	4	2	-5

Some of the compounds tested. The share of hits here may be higher or lower than overall.
